Source: PubChem
Mdm2-MdmX inh = inhibitors of human Mdm2-MdmX association, primary screen, cell-based, luminescence, split luciferase, SaOS-2, uHTS; Protein Mdm4 (Homo sapiens) + E3 ubiquitin-protein ligase Mdm2 (Homo sapiens), …; SaOS-2 split-luciferase Mdm2/MdmX complementation; inhibition, % at 8 µM; 330,000 compounds, 3% hits; AID 485346, 2010;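 active = inhibition of at least 50% at 8 µM in the primary screen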
Target sequence (O15151 whole entry, looked up): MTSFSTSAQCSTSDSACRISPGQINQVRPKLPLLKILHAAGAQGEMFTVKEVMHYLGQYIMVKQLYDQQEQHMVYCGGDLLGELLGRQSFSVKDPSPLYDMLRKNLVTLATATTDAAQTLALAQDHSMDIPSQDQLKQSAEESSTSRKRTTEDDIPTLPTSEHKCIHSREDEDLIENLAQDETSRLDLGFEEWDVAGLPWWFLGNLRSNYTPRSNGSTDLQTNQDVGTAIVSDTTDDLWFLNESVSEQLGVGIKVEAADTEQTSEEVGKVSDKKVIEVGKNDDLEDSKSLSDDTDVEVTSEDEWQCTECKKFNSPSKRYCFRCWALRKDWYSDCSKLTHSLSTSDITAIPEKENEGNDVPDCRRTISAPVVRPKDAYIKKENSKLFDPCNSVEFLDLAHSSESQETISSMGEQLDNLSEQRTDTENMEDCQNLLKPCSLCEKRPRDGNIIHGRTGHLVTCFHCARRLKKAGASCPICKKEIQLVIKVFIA
Target sequence (Q00987 whole entry, looked up): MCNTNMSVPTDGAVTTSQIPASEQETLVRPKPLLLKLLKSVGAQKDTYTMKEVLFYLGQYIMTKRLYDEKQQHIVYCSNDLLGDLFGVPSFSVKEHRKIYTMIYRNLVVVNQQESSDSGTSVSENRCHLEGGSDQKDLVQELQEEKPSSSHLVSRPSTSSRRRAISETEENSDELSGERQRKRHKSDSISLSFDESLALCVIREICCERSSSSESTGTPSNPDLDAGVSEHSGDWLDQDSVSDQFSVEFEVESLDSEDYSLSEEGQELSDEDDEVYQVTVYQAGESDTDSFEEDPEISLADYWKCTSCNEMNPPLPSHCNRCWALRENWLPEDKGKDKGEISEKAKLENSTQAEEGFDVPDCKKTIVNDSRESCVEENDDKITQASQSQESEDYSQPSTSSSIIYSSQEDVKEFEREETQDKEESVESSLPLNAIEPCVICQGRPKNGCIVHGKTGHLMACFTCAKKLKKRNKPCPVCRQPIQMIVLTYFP
tim23-1 inh = growth inhibitors of tim23-1 mutant yeast, primary screen, luminescence, uHTS; S. cerevisiae tim23-1 growth, BacTiter-Glo luminescence, 24 h; inhibition, % at 20 µM; 330,000 compounds, 1.3% hits;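 active = growth inhibition of the mutant yeast at or above 50%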;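 note: temperature-sensitive mutant grown at 25 °C; plate controls were DMSO-treated mutant yeast for no effect and medium wells lacking yeast for full effect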
TIM10 inh = growth inhibitors of isogenic TIM10 control yeast, primary screen, counter-screen for tim10-1 yeast inhibitor project, luminescence, uHTS | S. cerevisiae TIM10 strain growth, BacTiter-Glo luminescence, 24 h | inhibition, % at 10 µM | 330,000 compounds, 1.4% hits | AID 463195, 2010;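 active = inhibition of 40% or more at the single tested concentration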;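 note: wild-type TIM10 isogenic control strain grown at permissive 25 °C; 0% = DMSO yeast wells and 100% = minimal medium wells without yeast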
XBP1 UPR activ = activators of adaptive XBP1 UPR arm, primary screen, cell-based, CHO-XBP1 luciferase reporter, luminescence, uHTS. IRE1-XBP1 UPR activation; percent of tunicamycin response, DMSO as zero. activation, % at 20 µM. 330,000 compounds, 0.33% hits. AID 463104, 2010;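 active = versus positive control, 20 µM dose yields 30% or more activation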;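 note: 100% = tunicamycin at 10 µg/mL and 0% = DMSO only wells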
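incubation = overnight seeding at 37 °C, 6 h compound treatment at 37 °C | assay system = CHO-XBP1 cells stably carrying IRE1-XBP1-driven luciferase reporter | input = 1000 cells per well | detection = luciferase luminescence | dosing = single point, 20 µM final compound, 1% DMSO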
697 NFkB inh = inhibitors of PMA/ionomycin-induced NF-kB reporter, 697 cells, primary screen, B-cell NF-kB inhibitor project, cell-based, luminescence, uHTS | inhibition, % at 4 µM | 330,000 compounds, 0.33% hits | AID 435022, 2010 | 697 B-cell NF-kB luciferase reporter, 16 h; in the data active = inhibition above about 35%
Jurkat NFkB inh = inhibitors of induced NF-kB luciferase reporter, primary screen, TCR NF-kB activation inhibitor project, cell-based, luminescence, uHTS. Jurkat, PMA/ionomycin-induced NF-kB luciferase reporter. inhibition, % at 4 µM. 330,000 compounds, 0.53% hits; in the data active = inhibition above about 50%
tim10-1 inh = growth inhibitors of tim10-1 mutant yeast, primary screen, luminescence, uHTS. inhibition, % at 20 µM. 330,000 compounds, 2.2% hits. S. cerevisiae tim10-1 ts strain growth, BacTiter-Glo, 24 h;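 active = inhibition of at least 40%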;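 note: mutant grown at 25 °C; 0% = DMSO wells with yeast and 100% = wells holding no yeast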
CHOP UPR activ = activators of apoptotic CHOP UPR arm, primary screen, cell-based, CHO-CHOP luciferase reporter, luminescence, uHTS. UPR activation; percent of tunicamycin response over DMSO baseline. activation, % at 10 µM. 330,000 compounds, 0.34% hits. AID 449763, 2010;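 active = at 10 µM dose, activation of 40% or more, normalized to positive control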;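 note: 100% = tunicamycin at 10 µg/mL and 0% = DMSO alone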
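Test system: CHO-CHOP cells, stable luciferase reporter of PERK-eIF2a-CHOP signalling | Quantity: 500 CHO-CHOP cells per well | Buffer or medium: F12 plus 10% serum | Compound dosing: 10 µM single point, 0.5% DMSO | Schedule: 6 h compound treatment, 37 °C | Signal: Luciferase luminescence | Control set: Tunicamycin high control, DMSO low control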
Numbers without * were called inactive.

1. COc1cc(C(=O)Nc2c(C(=O)O)[nH]c3ccc(C)cc23)cc(OC)c1OC
2. COc1ccccc1-c1nc(C#N)c(NCCCn2ccnc2)o1
3. CCCCCCCNC(=O)CN1C(=O)CSc2ccc(S(=O)(=O)N3CCOCC3)cc21
4. N#Cc1ccccc1S(=O)(=O)N1CCN(C(=O)C2CCCCC2)CC1
5. O=C(Nc1ccc2c(c1)OCCO2)c1ccc(CN2CCOCC2)cc1
6. C=CCC[C@@H](Cc1ccc(F)cc1)C(=O)OC[C@H](Cc1c[nH]c2ccccc12)NC(=O)[C@H](CC=C)CC(=O)NCCO
7. COc1ccc(-n2nc3c(c2NC(=O)c2ccc(Br)o2)CS(=O)(=O)C3)cc1
8. Cc1cc(=O)oc2cc(OCC(=O)NCC3CCC(C(=O)O)CC3)ccc12 (centres undefined)

Compound	1	2	3	4	5	6	7	8
Mdm2-MdmX inh	11	3	-9	-30	0	54*	5	-10
tim23-1 inh	6	-2	1	10	-8	20	9	14
TIM10 inh	4	1	8	-1	-1	4	0	3
XBP1 UPR activ	-1	2	-1	0	2	3	0	-1
697 NFkB inh	-2	0	-9	-12	-28	11	-25	-5
Jurkat NFkB inh	1	10	18	-6	-63	-1	5	3
tim10-1 inh	9	-24	2	14	0	10	-5	22
CHOP UPR activ	0.1	-0.3	0.9	0.9	6.1	6.1	-0.6	-0.4

Structures from the list above with a halogen:
6. C=CCC[C@@H](Cc1ccc(F)cc1)C(=O)OC[C@H](Cc1c[nH]c2ccccc12)NC(=O)[C@H](CC=C)CC(=O)NCCO
7. COc1ccc(-n2nc3c(c2NC(=O)c2ccc(Br)o2)CS(=O)(=O)C3)cc1

Compound	6	7
Mdm2-MdmX inh	54*	5
tim23-1 inh	20	9
TIM10 inh	4	0
XBP1 UPR activ	3	0
697 NFkB inh	11	-25
Jurkat NFkB inh	-1	5
tim10-1 inh	10	-5
CHOP UPR activ	6.1	-0.6

The listing continues.
9. CCn1c(=O)n(CC(=O)NCc2ccco2)c(=O)c2ccccc21
10. COc1cc2c(cc1OC)CN(C(=O)CSc1nc(C)cc(C)c1C#N)CC2
11. Cc1ccc(S(=O)(=O)N(C)Cc2nc(-c3ccncc3)no2)cc1
12. Cc1c(Cl)ccc2c(C(=O)NCCCn3nccc3C)cc(-c3ccccn3)nc12
13. CC1=C(C)C(OCCBr)N(c2cc(O)c(Cl)cc2F)C1=O (centres undefined)
14. CN1CCN(C(=O)C2=C[C@@H](C3CCCCC3)C[C@@H](OCCCCO)O2)CC1
15. COc1ccc(OC)c(C(=O)NC(CC(N)=O)c2ccc(NCCOc3ccccc3)c([N+](=O)[O-])c2)c1 (centres undefined)
16. CC1CCN(S(=O)(=O)c2ccc(C(=O)NC3CCS(=O)(=O)C3)cc2)CC1 (centres undefined)

Compound	9	10	11	12	13	14	15	16
Mdm2-MdmX inh	-16	-12	12	-5	7	7	-41	11
tim23-1 inh	-4	3	-15	30	8	-13	7	13
TIM10 inh	-1	16	-14	5	4	-9	-1	2
XBP1 UPR activ	-2	3	-1	-3	-1	-3	-2	-2
697 NFkB inh	-27	5	2	-5	-1	14	-23	-18
Jurkat NFkB inh	-9	22	20	6	-13	-11	4	-10
tim10-1 inh	16	6	1	28	3	-17	-4	2
CHOP UPR activ	0.6	-3.4	-2.6	0.1	4.9	-0.7	-0.3	-0.1

17. Cc1ccc(NC(=O)c2oc3ccc(S(=O)(=O)N4CCOCC4)cc3c2C)cc1C
18. Cc1cc(Cl)c(OCCCSc2nc(C)cc(=O)[nH]2)c(Br)c1
19. COc1ccc(-c2nc(Cn3c(SCc4ccccc4F)nc4ccncc43)c(C)o2)cc1
20. CCCCn1c(SCC(=O)N(CC)C2CCS(=O)(=O)C2)nc2cc(S(N)(=O)=O)ccc21 (centres undefined)
21. COC(=O)c1ccc(N2C(=O)CC(N3CCN(c4ccccc4)CC3)C2=O)cc1 (centres undefined)
22. Cc1ccc(N2CC(C(=O)Nc3nnc(SCC(=O)NCC4CCCO4)s3)CC2=O)cc1 (centres undefined)
23. CNC(=O)CSc1nnc(-c2cccnc2)n1CCc1ccccc1
24. COc1cc(C(=O)N/C(=C\c2cn(C)c3ccccc23)C(=O)NCCN2CCOCC2)cc(OC)c1OC

Compound	17	18	19	20	21	22	23	24
Mdm2-MdmX inh	-8	-13	25	-10	-38	-28	10	15
tim23-1 inh	-7	15	-1	14	21	2	1	-4
TIM10 inh	3	10	-11	0	11	12	-3	7
XBP1 UPR activ	3	-2	0	-2	-4	-1	-1	-5
697 NFkB inh	19	-20	-45	-3	-1	14	13	-16
Jurkat NFkB inh	5	-4	12	-4	4	1	-4	6
tim10-1 inh	14	7	-4	15	6	-15	6	8
CHOP UPR activ	1.1	-0.6	8.0	0.5	0.8	-0.3	-0.9	1.6

25. CCOc1cc(N2CCOCC2)c(OCC)cc1NC(=O)CN1C(=O)N(C)C2(CCCCC2)C1=O
26. CCCc1ccc(C(=O)CN2C(=O)C(=O)N(C3CCCC3)C2=O)cc1
27. O=C(CCC(=O)c1ccc(F)cc1)NCC1(N2CCCCC2)CCCCC1
28. NC(=O)COC(=O)c1ccccc1Nc1ccc(SC(F)F)cc1
29. Oc1ccccc1C=NCC(O)c1ccccc1 (centres undefined)
30. CC(=O)N1CCN(C(=S)NC(=O)c2ccc(F)cc2)CC1
31. Cc1cc(C)c(NC(=O)CSc2nc3ccncc3[nH]2)c(C)c1
32. c1csc(-c2noc(CN3CCN4CCCC4C3)n2)c1 (centres undefined)

Compound	25	26	27	28	29	30	31	32
Mdm2-MdmX inh	1	-29	11	5	6	9	19	-27
tim23-1 inh	16	27	-1	36	-1	-2	0	-5
TIM10 inh	1	9	7	23	7	-3	-1	-4
XBP1 UPR activ	0	2	-1	-3	-3	0	-3	-3
697 NFkB inh	0	4	-2	-11	-25	5	6	-6
Jurkat NFkB inh	-3	-9	8	2	10	-9	12	-14
tim10-1 inh	12	13	-11	14	17	-8	5	6
CHOP UPR activ	-2.5	2.8	-3.0	2.7	4.0	-0.6	-1.0	0.9

33. Cc1ccc(NC(=O)CCn2cnc3ccccc3c2=O)c(C)c1
34. O=C(CCS(=O)(=O)c1ccc(Br)cc1)NC1CCCCCC1
35. O=C(Nc1cc(C(F)(F)F)ccc1Cl)c1cc2nc3c(c(C(F)(F)F)n2n1)CCCC3
36. COc1ccc2oc(=O)c(C(=O)NCc3ccccc3)cc2c1
37. CSc1ccc(/C=N/n2c(COc3ccccc3)n[nH]c2=S)cc1
38. COc1ccccc1C(=O)N/N=C/c1cnc2ccccc2n1
39. CCCCCCC(=O)N(O)C1CC(=O)N(c2ccccc2)C1=O (centres undefined)
40. COc1ccc(OC)c(N(CC(=O)NC2CC2)S(=O)(=O)c2ccc(C)cc2)c1

Compound	33	34	35	36	37	38	39	40
Mdm2-MdmX inh	4	-9	44	-1	-10	-29	61*	-4
tim23-1 inh	1	35	20	7	37	18	28	34
TIM10 inh	-7	23	6	0	16	-8	18	17
XBP1 UPR activ	0	-7	-1	-1	-2	1	1	-1
697 NFkB inh	-17	-1	-114	12	10	-27	19	-27
Jurkat NFkB inh	1	1	-86	0	-14	-31	-9	-9
tim10-1 inh	-2	-6	16	8	19	-8	34	32
CHOP UPR activ	1.7	0.2	1.8	-0.9	0.9	7.5	1.5	-0.7

Three compounds out of the list, sorted by molecular weight, lowest first.
36. COc1ccc2oc(=O)c(C(=O)NCc3ccccc3)cc2c1
33. Cc1ccc(NC(=O)CCn2cnc3ccccc3c2=O)c(C)c1
40. COc1ccc(OC)c(N(CC(=O)NC2CC2)S(=O)(=O)c2ccc(C)cc2)c1

Compound	36	33	40
Mdm2-MdmX inh	-1	4	-4
tim23-1 inh	7	1	34
TIM10 inh	0	-7	17
XBP1 UPR activ	-1	0	-1
697 NFkB inh	12	-17	-27
Jurkat NFkB inh	0	1	-9
tim10-1 inh	8	-2	32
CHOP UPR activ	-0.9	1.7	-0.7

For reference, four of the compounds above:
37. CSc1ccc(/C=N/n2c(COc3ccccc3)n[nH]c2=S)cc1
38. COc1ccccc1C(=O)N/N=C/c1cnc2ccccc2n1
39. CCCCCCC(=O)N(O)C1CC(=O)N(c2ccccc2)C1=O (centres undefined)
40. COc1ccc(OC)c(N(CC(=O)NC2CC2)S(=O)(=O)c2ccc(C)cc2)c1

Compound	37	38	39	40
Mdm2-MdmX inh	-10	-29	61*	-4
tim23-1 inh	37	18	28	34
TIM10 inh	16	-8	18	17
XBP1 UPR activ	-2	1	1	-1
697 NFkB inh	10	-27	19	-27
Jurkat NFkB inh	-14	-31	-9	-9
tim10-1 inh	19	-8	34	32
CHOP UPR activ	0.9	7.5	1.5	-0.7

The listing continues:
41. Cc1nc2c(c(C)nn2-c2ccccc2)c(C)c1CCC(=O)Nc1ccc(CN2CCCC2)cc1
42. O=C(CSc1ncn[nH]1)Nc1nnc(-c2ccccc2)s1
43. COc1ccccc1C(=O)n1nc(-c2ccccc2)nc1N
44. Nc1[nH]c(=O)ncc1F
45. COc1ccc(Nc2oc(COc3ccc(C)cc3)nc2C#N)cc1
46. CN(c1ccccc1)S(=O)(=O)c1nnc(NC(=O)C2CCCCC2)s1
47. O=C(CCC(=O)Nc1ccc(F)cc1)N/N=C/c1cccs1

Compound	41	42	43	44	45	46	47
Mdm2-MdmX inh	64*	-15	11	16	59*	28	18
tim23-1 inh	6	4	20	-13	46	6	4
TIM10 inh	19	-15	15	24	23	-1	-10
XBP1 UPR activ	-2	0	2	-5	3	-2	-3
697 NFkB inh	4	-6	4	5	17	0	-4
Jurkat NFkB inh	-6	-3	8	7	4	9	7
tim10-1 inh	21	-5	9	-19	27	5	0
CHOP UPR activ	0.6	5.4	0.3	3.7	2.7	0.8	-0.8

The order is random. About 6.6% of those tested had a hit in this group.
